Bioassay records (PubChem BioAssay)
PPARg SRC-3 ag – PPARgamma agonists recruiting SRC-3 coactivator, primary screen, biochemical | Peroxisome proliferator-activated receptor gamma (Homo sapiens), P37231 | biochemical PPARgamma/SRC-3 coactivator recruitment assay | activation, % at 8 µM | 200,000 tested, 0.26% active | AID 731, 2007; in the data active means activation above about 23%;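 further: 0% = DMSO and 100% = reference agonist; some compounds past the cut are filed as inactive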
STAT1 blocker – STAT1 signaling inhibitors, primary screen, cell-based, HTS, luciferase reporter. 200,000 tested, 0.35% active. AID 920, 2007. inhibition, % at 5.5 µM. NIH 3T3 STAT1-luciferase reporter, IFN-gamma, luminescence;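 active means inhibition above a set limit, the mean inhibition across all tested compounds plus 3 SD, cut at about 34% in these data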;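 further: 0% = IFN-gamma with DMSO and 100% = IFN-gamma with 300 µM nifuroxazide; values of inactives mirror those of a sister screen read the other way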
STAT3 inh – IL-6 driven STAT3 reporter inhibitors, primary screen, U3A cells, luciferase, luminescence, MLSCN library; IL-6 STAT3-luciferase reporter; host cell line lacks STAT1; inhibition, % at 5.5 µM; 190,000 tested, 0.89% active; AID 862, 2007;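 active means inhibition above the mean inhibition across all screened compounds plus 3 SD, cut at about 44% in these data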;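 further: 0% = DMSO only wells and 100% = 100 µM nifuroxazide control wells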
SRC2 TRFRET art – TR-FRET signal artefacts, primary screen, artefact control for PPARgamma SRC-2 agonist project, biochemical | TR-FRET artefact counter-screen; hits give high values | TR-FRET ratio at 8 µM | 200,000 tested, 0.4% active | AID 1049, 2008; in the data active means TR-FRET ratio above about 2000; further: inactives centre near 1500
PPARg SRC-1 ag – PPARgamma agonists recruiting SRC-1 coactivator, primary screen, biochemical; PPARgamma-SRC-1 coactivator recruitment biochemical assay; activation, % at 8 µM; 200,000 tested, 0.41% active; in the data active means activation above about 19%;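 further: 0% = DMSO and 100% = reference agonist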
ROMK mod – ROMK potassium channel modulators, primary screen, cell-based, thallium flux, MLSMR library. Tet-inducible ROMK, thallium flux fluorescence; actives lie on both sides. 130,000 tested, 2% active. ATP-sensitive inward rectifier potassium channel 1 (Homo sapiens), P48048. B-score at 10 µM;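 active means signal ratio slope over the read window, or its plate-corrected B-score, at least 3 SD from the plate mean, either direction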;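 further: B-score of the F/F0 ratio slope over 7 to 12 s after thallium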
Target sequence (P48048 whole entry, looked up): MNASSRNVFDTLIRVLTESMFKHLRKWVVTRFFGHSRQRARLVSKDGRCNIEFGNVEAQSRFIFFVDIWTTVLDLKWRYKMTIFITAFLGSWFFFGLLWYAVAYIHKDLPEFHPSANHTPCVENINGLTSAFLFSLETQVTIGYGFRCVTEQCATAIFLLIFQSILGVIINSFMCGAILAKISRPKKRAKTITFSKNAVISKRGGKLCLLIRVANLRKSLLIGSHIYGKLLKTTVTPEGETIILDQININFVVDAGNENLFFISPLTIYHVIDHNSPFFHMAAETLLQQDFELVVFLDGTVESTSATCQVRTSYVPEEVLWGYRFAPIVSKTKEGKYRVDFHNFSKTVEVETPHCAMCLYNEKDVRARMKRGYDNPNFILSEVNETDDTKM
TLR4-MyD88 BLA – inhibitors of TLR4-MyD88 association in cells, primary screen, cell-based, HeLa CL3-4, BLA complementation, FRET ratio; Toll-like receptor 4 (Homo sapiens) + Myeloid differentiation primary response protein …; HeLa CL3-4 TLR4/MyD88 BLA complementation; inhibition, % at 8.4 µM; 200,000 tested, 0.18% active; in the data active means inhibition above about 25%;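 further: 0% = vehicle and 100% = reference inhibitor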
S1P3 antagonist – S1P3 receptor antagonists, primary screen, cell-based; CHO S1P3 NFAT-BLA reporter, FRET fluorescence, antagonist mode; 170,000 tested, 0.27% active; inhibition, % at 4.98 µM; Sphingosine 1-phosphate receptor 3 (Homo sapiens), Q99500;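 active means inhibition above the plate cutoff, the mean inhibition of test wells on that plate plus 3 SD, cut at about 28% in these data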;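 further: cells challenged with S1P at its EC80 of 0.8 µM; blue over green emission ratio from cleaved BLA substrate after 4 h stimulation; 0% = S1P-stimulated wells and 100% = unstimulated DMSO-only wells; some compounds past the cut are filed as inactive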
Target sequence (Q99500 whole entry, looked up): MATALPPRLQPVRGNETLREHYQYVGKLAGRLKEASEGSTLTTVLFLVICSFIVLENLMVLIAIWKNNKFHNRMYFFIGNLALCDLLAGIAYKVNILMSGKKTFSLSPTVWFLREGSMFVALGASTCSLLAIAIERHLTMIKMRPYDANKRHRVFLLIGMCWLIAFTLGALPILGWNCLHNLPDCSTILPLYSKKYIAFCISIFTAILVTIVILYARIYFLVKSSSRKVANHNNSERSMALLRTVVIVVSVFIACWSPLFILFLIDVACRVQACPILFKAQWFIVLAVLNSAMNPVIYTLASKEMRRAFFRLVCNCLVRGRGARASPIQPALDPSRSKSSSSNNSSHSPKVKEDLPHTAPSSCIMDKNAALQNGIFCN
PPARg SRC-2 ag – agonists of PPARg-SRC-2 recruitment, primary screen, biochemical, HTS | Peroxisome proliferator-activated receptor gamma (Homo sapiens), P37231 | PPARgamma LBD-SRC-2 recruitment | activation, % at 8 µM | 200,000 tested, 0.34% active; in the data active means activation above about 22%;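 further: 0% = vehicle and 100% = reference agonist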
RAM network inh – inhibitors of the yeast RAM network, primary screen, dse1pr::URA3 reporter, 5-FOA selection; S. cerevisiae dse1pr::URA3 reporter, 5-FOA growth OD615, 2 d; analog-sensitive cbk1-as2 kinase mutant strain; inhibition, % at 50 µM; 190,000 tested, 1.8% active;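 active means inhibition above a set limit, 3 SD over mean compound inhibition, cut at about 8.4% in these data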;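 further: 0% = DMSO-only wells with no growth and 100% = 10 µM 1-NA-PP1 full growth; inhibition rescues growth on 5-FOA so higher OD means more RAM inhibition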
STAT3 act – IL-6 driven STAT3 reporter potentiators, primary screen, U3A cells, luciferase, luminescence, MLSCN library. IL-6 STAT3-luciferase reporter; 100% = signal with IL-6 EC80 alone. activation (% of control), % at 5.6 µM. 190,000 tested, 0.91% active;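 active means activation above the screen-wide mean of compound activation plus 3 SD, cut at about 130% in these data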;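 further: 0% = background luminescence of wells with medium and substrate only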
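Material: human STAT1-deficient U3A cells with stable STAT3-luciferase reporter / Probe or stimulus: IL-6 stimulus at 33 ng/mL final / Schedule: 1 h compound pre-exposure, 6 h IL-6 stimulation, 37 °C / Technique: luminescence / Read-out basis: percent of IL-6-only median luminescence / Control set: IL-6-only high control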
* hit, by the source's call; · = no result given. A portion of the library; rates above refer to the full screens.

Start of the listing, in advance, two compounds:
No.	Molecule	PPARg SRC-3 ag	STAT1 blocker	STAT3 inh	SRC2 TRFRET art	PPARg SRC-1 ag	ROMK mod	TLR4-MyD88 BLA	S1P3 antagonist	PPARg SRC-2 ag	RAM network inh	STAT3 act
1	Cc1ccc2c(c1)CC1(CN2C)C(=O)NC(=O)N(c2cc(C)ccc2C)C1=O (configuration not stated)	0	1	-7	1481	5	-0.11	-9	-1	4	2.4	108
2	CC(C)c1ccc(O)c(CN2CCN(c3ccccc3)CC2)c1	2	-1	0	1361	0	·	-8	6	-4	1.8	103

Results, from the start:
No.	Molecule	PPARg SRC-3 ag	STAT1 blocker	STAT3 inh	SRC2 TRFRET art	PPARg SRC-1 ag	ROMK mod	TLR4-MyD88 BLA	S1P3 antagonist	PPARg SRC-2 ag	RAM network inh	STAT3 act
1	Cc1ccc2c(c1)CC1(CN2C)C(=O)NC(=O)N(c2cc(C)ccc2C)C1=O (configuration not stated)	0	1	-7	1481	5	-0.11	-9	-1	4	2.4	108
2	CC(C)c1ccc(O)c(CN2CCN(c3ccccc3)CC2)c1	2	-1	0	1361	0	·	-8	6	-4	1.8	103
3	OCC1(CO)COC(c2cccnc2)N1 (configuration not stated)	-13	7	3	1416	3	·	7	3	-6	2.8	102
4	CCCOP(=O)(O)c1c([N+](=O)[O-])cc(C(F)(F)F)cc1[N+](=O)[O-] (tested in a mixture with another compound)	6	-2	10	1451	3	·	5	·	4	3.2	93
5	O=C1NC(=O)C(=Cc2coc3ccccc3c2=O)C(=O)N1	2	0	5	1697	5	-0.58	-11	-2	5	-1.7	97
6	CC(=O)O[C@@H]1[C@H]2CC[C@@H]3[C@]1(C[C@@H](OC(C)=O)[C@@]1(O)C([C@@H]4O[C@@H]4C1(C)C)[C@]3(C)O)C[C@@]2(C)O (some centres not stated)	-1	-1	-6	1540	6	0.01	-4	-5	9	1.7	103
7	COc1ccc(C2(C#N)CCN(C)CC2)cc1	4	-4	2	1408	4	-1.1	7	-12	-2	0.3	102
8	COCCOC(=O)C1=C(N)Oc2c(c(=O)oc3ccccc23)C1c1ccncc1 (configuration not stated)	-7	-13	0	1693	0	·	9	4	-2	2.1	103
9	CC(C)COP(=O)(OCC(C)C)C(O)c1cccnc1 (configuration not stated)	-3	-6	-6	1469	-6	-0.32	-1	-4	-10	1.0	104
10	CN1C[C@H](CO)C=C2c3cccc4[nH]cc(c34)C[C@H]21	0	0	·	1648	8	·	-2	-17	7	1.8	·

Part of the list above, showing only STAT3 inh and TLR4-MyD88 BLA.
entry	Molecule	STAT3 inh	TLR4-MyD88 BLA
4	CCCOP(=O)(O)c1c([N+](=O)[O-])cc(C(F)(F)F)cc1[N+](=O)[O-] (tested in a mixture with another compound)	10	5
5	O=C1NC(=O)C(=Cc2coc3ccccc3c2=O)C(=O)N1	5	-11
6	CC(=O)O[C@@H]1[C@H]2CC[C@@H]3[C@]1(C[C@@H](OC(C)=O)[C@@]1(O)C([C@@H]4O[C@@H]4C1(C)C)[C@]3(C)O)C[C@@]2(C)O (some centres not stated)	-6	-4
7	COc1ccc(C2(C#N)CCN(C)CC2)cc1	2	7
8	COCCOC(=O)C1=C(N)Oc2c(c(=O)oc3ccccc23)C1c1ccncc1 (configuration not stated)	0	9
9	CC(C)COP(=O)(OCC(C)C)C(O)c1cccnc1 (configuration not stated)	-6	-1
10	CN1C[C@H](CO)C=C2c3cccc4[nH]cc(c34)C[C@H]21	·	-2

(continued)
No.	Molecule	PPARg SRC-3 ag	STAT1 blocker	STAT3 inh	SRC2 TRFRET art	PPARg SRC-1 ag	ROMK mod	TLR4-MyD88 BLA	S1P3 antagonist	PPARg SRC-2 ag	RAM network inh	STAT3 act
11	CC(C)NS(=O)(=O)c1ccc(OCC(=O)N2CCN(C)CC2)cc1	5	1	11	1610	4	·	-11	-32	-1	1.6	98
12	CCCCOP(=O)(CN1CCOCC1)OCCCC	2	-10	-3	1607	-2	·	-3	·	0	-0.5	106
13	CCOC(=O)c1sc(N=Nc2c(O)[nH]c(=O)[nH]c2=O)c(C(=O)OCC)c1C	5	0	9	1674	7	-0.057	-10	-12	3	1.5	94
14	Cc1ccc(N/N=C/c2c(O)n(-c3ccccc3)c(=O)[nH]c2=O)cc1	3	22	-6	1643	0	0.63	-3	2	1	0.3	112
15	O=C(c1ccc(Cl)cc1)C1CCCN(Cc2cccc3cccnc23)C1 (configuration not stated)	2	5	4	1263	-9	-1.9	5	-7	-4	0.8	100
16	COc1ccccc1/C=N/N=C(/N)N[N+](=O)[O-]	9	1	13	1427	0	0.19	-12	·	3	0.3	87
17	N/C(=N\[N+](=O)[O-])NCCCC(NC(=O)CNC(=O)c1ccccc1)C(=O)O (configuration not stated)	2	-3	9	1727	9	0.036	-16	5	-3	1.8	97
18	CN1CCC(n2nccc2N)CC1	0	-5	3	1412	10	·	1	-13	5	-0.3	101
19	Cc1nn(C)c(C)c1/C=C1/CC2C3CC=C4CC(O)CCC4(C)C3CCC2(C)C1=O (configuration not stated)	6	-1	-11	1494	7	·	10	·	3	-0.1	110
20	CCCCCn1c(=O)c(C(=O)Nc2cnccn2)c(O)c2ccccc21	0	2	-26	1551	4	-0.53	-15	1	0	12*	127
21	COc1ccc(CCNCc2ccc(C)s2)cc1OC	-1	0	22	1602	-3	-0.79	4	-14	-5	0.2	90
22	CCCCOc1ccc(CC2C(=O)N(C)C(=O)N(C)C2=O)cc1	-7	15	-7	1563	4	-0.029	20	-46	-3	0.1	109
23	CCOC(=O)C1(CCOc2ccccc2)CCN(Cc2ccc(C)s2)CC1	-4	3	3	1532	6	-1.4	-12	11	1	0.9	102
24	Cc1ccccc1C1=NCC(=O)N(CC(=O)N2CCCCC2)c2sc(C)c(C)c21	-4	-2	2	1566	2	·	7	·	3	-1.2	101

Complete entries as entered above.
`CC(C)c1ccc(O)c(CN2CCN(c3ccccc3)CC2)c1` reads PPARg SRC-3 ag = 2; STAT1 blocker = -1; STAT3 inh = 0; SRC2 TRFRET art = 1361; PPARg SRC-1 ag = 0; ROMK mod = ·; TLR4-MyD88 BLA = -8; S1P3 antagonist = 6; PPARg SRC-2 ag = -4; RAM network inh = 1.8; STAT3 act = 103
`N/C(=N\[N+](=O)[O-])NCCCC(NC(=O)CNC(=O)c1ccccc1)C(=O)O` (configuration not stated) reads PPARg SRC-3 ag = 2; STAT1 blocker = -3; STAT3 inh = 9; SRC2 TRFRET art = 1727; PPARg SRC-1 ag = 9; ROMK mod = 0.036; TLR4-MyD88 BLA = -16; S1P3 antagonist = 5; PPARg SRC-2 ag = -3; RAM network inh = 1.8; STAT3 act = 97
